Bioassay records deposited in PubChem BioAssay by several laboratories.
HTR2A ag: agonists of mouse serotonin 5-HT2A receptor (HTR2A). 0.66% of 360,000 active. activation, % at 7.6 µM. AID 624169. P35363. CHO-K1 mHTR2A beta-arrestin complementation, luminescence; percent of 30 µM serotonin response;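 active = activation above a run cutoff, the mean activation of all tested compounds plus 3 SD, cut at about 14% in these data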;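 note: 0% = plate median of compound wells and 100% = 30 µM serotonin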
MC4R antag cAMP: antagonists of human melanocortin 4 receptor (MC4R); 0.48% of 360,000 active; MC4R-expressing cells, MTII-stimulated cAMP, LANCE TR-FRET; inhibition, % at 6.5 µM; P32245;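 active = inhibition above its plate's cutoff, the mean of tested wells on that plate plus 3 SD, cut at about 29% in these data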;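 note: 0% = Melanotan II alone and 100% = Melanotan II plus saturating MCL0020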
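System – human MC4R-expressing U2OS cells · Also added – Melanotan II · Dosing – one concentration, 6.5 µM nominal · Timing – 30-min compound, 1-h challenge, 1-h detection, room temperature · Measured by – Eu-cAMP/anti-cAMP TR-FRET, emission 671 nm · Replicates – singlicate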
H9c2 protect: protects H9c2 cardiomyocytes from peroxide injury; 0.63% of 360,000 active; H2O2 injury protection, ATPLite, 2 h; protection from H2O2 cell death, % at 20 µM;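 active = compounds giving at least 50% protection of heart cells from peroxide-induced death in the single-dose screen, raw or plate-pattern-corrected value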;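 note: 0% = DMSO wells with peroxide and 100% = DMSO wells without peroxide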
MC4R barr agon: agonists of human melanocortin 4 receptor (MC4R) beta-arrestin; U2OS MC4R beta-arrestin complementation, luminescence; percent of melanotan II response, DMSO zero; activation, % at 8.9 µM; 0.98% of 360,000 active; AID 540308;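 active = activation above a per-plate cutoff, the mean activation of sample wells on that plate plus 3 SD, cut at about 8% in these data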
N-glyco inh: blocks N-linked glycosylation in D54 reporter cells | 0.23% of 360,000 active | D54 ERlucT glycosylation luciferase reporter, 24 h; percent of 100 nM tunicamycin response | AID 588692 | reporter increase, % at 12.5 µM;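 active = mean luciferase reporter signal, scaled so untreated is 0 and the glycosylation-blocking control 100, at or above a set limit in every replicate; inconclusive = mean reaches the limit but not every replicate does; inactive = mean below the limit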;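 note: luciferase carries N-glycosylation sites so blocking glycosylation raises the light; 0% = median of neutral control wells and 100% = median of 100 nM tunicamycin wells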
NCOA2 inhibitor: human SRC2 (NCOA2) inhibition | HEK293 GAL4-SRC2 luciferase reporter, luminescence | inhibition, % at 9 µM | 0.17% of 370,000 active;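 active = inhibition above the mean inhibition of all tested compounds plus 3 SD, set per campaign, cut at about 52% in these data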;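 note: 0% = DMSO treated cells and 100% = cells given Gossypol at 36 µM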
NOD2-RIPK2 inh: NOD2-RIPK2 protein interaction inhibition; O43353; CHO BLA complementation NOD2-RIPK2, CCF4 ratio; inhibition, % at 4.98 µM; 0.38% of 360,000 active; AID 624267; in the data active = inhibition above about 21%;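 note: 0% = vehicle only and 100% = reference blocker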
TLR9-MyD88 block: TLR9-MyD88 interaction inhibition | CHO BLA complementation TLR9-MyD88, CCF4 FRET ratio | inhibition, % at 4.98 µM | 0.21% of 340,000 active | AID 504734;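 active = inhibition above the mean over all tested compounds plus 3 SD, cut at about 21% in these data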;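 note: 0% = DMSO only wells and 100% = clavulanate BLA inhibitor control wells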
ABCB6 inh MLPCN: inhibitors of human ABC transporter ABCB6. K562-ABCB6 porphyrin accumulation, flow cytometry, 1 h; stronger effect = lower value. fluorescence ratio to DMSO, % at 10 µM. 0.19% of 360,000 active;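 active = fluorescence ratio to DMSO below 75%, the collection mean minus 3 SD; inconclusive = too few cells collected in the well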;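 note: signal is porphyrin accumulated inside mitochondria; 100% equals median channel fluorescence of DMSO control wells; lower ratio means ABCB6 inhibition with less porphyrin fluorescence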
ABHD5-PLIN5 inh: inhibitors of human ABHD5-perilipin-5 interaction | inhibition, % at 4 µM | Split G. princeps luciferase complementation, luminescence, 4 h | Q00G26+Q8WTS1 | 0.78% of 360,000 active;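 active = inhibition above the mean inhibition across every tested compound plus 3 SD, cut at about 22% in these data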;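 note: 0% = DMSO only wells and the 100% control is not disclosed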
Target sequence (Q00G26 whole entry, looked up): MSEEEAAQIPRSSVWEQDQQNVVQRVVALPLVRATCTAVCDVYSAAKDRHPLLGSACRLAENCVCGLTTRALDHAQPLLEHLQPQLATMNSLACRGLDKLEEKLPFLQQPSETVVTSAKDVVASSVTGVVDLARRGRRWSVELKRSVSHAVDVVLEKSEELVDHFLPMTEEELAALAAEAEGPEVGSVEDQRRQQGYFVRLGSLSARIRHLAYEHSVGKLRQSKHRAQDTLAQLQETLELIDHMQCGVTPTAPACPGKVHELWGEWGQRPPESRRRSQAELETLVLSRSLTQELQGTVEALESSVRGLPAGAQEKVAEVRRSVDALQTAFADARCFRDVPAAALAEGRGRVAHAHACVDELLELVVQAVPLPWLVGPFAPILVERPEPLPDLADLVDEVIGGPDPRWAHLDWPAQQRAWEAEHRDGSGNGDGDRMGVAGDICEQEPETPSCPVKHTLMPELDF
Target sequence (Q8WTS1 whole entry, looked up): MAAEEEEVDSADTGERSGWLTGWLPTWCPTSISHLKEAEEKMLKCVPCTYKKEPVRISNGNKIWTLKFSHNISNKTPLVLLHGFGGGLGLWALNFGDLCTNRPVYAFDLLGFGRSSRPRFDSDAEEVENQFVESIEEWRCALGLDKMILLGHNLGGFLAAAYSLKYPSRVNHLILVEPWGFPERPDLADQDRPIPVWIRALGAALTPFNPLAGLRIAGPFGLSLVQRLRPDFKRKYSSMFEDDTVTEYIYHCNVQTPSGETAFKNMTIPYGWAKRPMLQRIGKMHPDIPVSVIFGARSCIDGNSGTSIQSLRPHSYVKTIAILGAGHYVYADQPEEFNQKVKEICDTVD
Starred values were filed as active, the others as inactive; ? = inconclusive; . = no result given. Some of the compounds tested; the hit share may differ from the screen's.

Each structure is followed by: ABCB6 inh MLPCN	H9c2 protect	TLR9-MyD88 block	HTR2A ag	NCOA2 inhibitor	NOD2-RIPK2 inh	MC4R antag cAMP	MC4R barr agon	ABHD5-PLIN5 inh	N-glyco inh
1	O=C(COC(=O)c1cc(Br)ccc1O)NNC(=O)c1ccc(Cl)cc1
 : 96	-1	-1	-11	3	-9	-8	-0.1	0	5
2	O=C1CCCN2N=C(SCC(=O)Nc3ccccc3C(F)(F)F)SC2=N1
 : 103	1	-5	2	-20	-5	3	-3.0	-8	2
3	CC1CCCC(C)N1C(=O)COC(=O)c1ccc[nH]c1=O (configuration not stated)
 : 97	6	6	-1	0	6	5	-1.3	8	2
4	O=C1CSC(c2ccc([N+](=O)[O-])cc2)N1C1CCCCC1 (configuration not stated)
 : 107	-2	-9	1	19	-2	5	0.4	4	-2
5	COC(=O)CCC(=O)NC(=S)Nc1sc(C)c(C)c1C(N)=O
 : 95	5	7	1	-2	4	-11	-2.9	-3	?
6	CC(=O)c1cccc(S(=O)(=O)N(CCCO)Cc2cc3ccc(C)cc3[nH]c2=O)c1
 : 96	12	5	2	-22	-3	9	2.5	6	0
7	c1cncc(CNCc2ccco2)c1
 : 96	-3	3	3	1	2	9	-1.9	7	1
8	COc1ccc(C(=O)NCc2nnc(SCC(=O)N3CCc4ccccc43)n2C2CCCCC2)cc1
 : 103	3	-1	1	5	-5	17	-1.0	-3	1
9	COc1ccc(NC2c3ccccc3C(=O)N2c2cccnc2)cc1 (configuration not stated)
 : 98	-1	-6	3	10	5	17	1.6	2	0
10	CCCc1n[nH]c2c1C(=O)C(C(=O)OC)C(C)(C)C2 (configuration not stated)
 : 100	-8	9	-3	1	-1	9	0.1	5	2
11	Cc1c(C2Nc3ccccc3NC3=C2C(=O)CC(C)(C)C3)cnn1C (configuration not stated)
 : 101	-3	13	-2	2	7	-7	0.5	-29	7
12	CC1(C(=O)Nc2ccc(F)cc2F)CCN1C(=O)Cc1ccccc1Cl (configuration not stated)
 : 100	8	.	-2	-12	10	0	0.2	-21	0
13	COC(=O)c1sccc1NC(=O)c1c(C)cc(=O)oc1C
 : 110	-3	0	2	1	2	3	-2.0	4	2
14	COc1ccc(Cn2c(CCC(=O)NCc3ccco3)nc3cccnc32)cc1
 : 105	9	-11	3	5	-15	3	-0.2	3	0
15	CC1(c2nnnn2-c2ccc3c(c2)OCCO3)CCC(=O)N1CC1CCCCC1 (configuration not stated)
 : 95	.	.	-3	-56	-3	.	.	-2	.
16	CC(C)c1nc2cc3ccccc3cc2[nH]1
 : 104	-12	5	-5	-24	3	-2	-2.5	4	0
17	C[N+](C)(C)CCCCCC(=O)/C=N/O
 : 103	2	-1	-3	-8	-5	5	-3.0	1	0
18	FC(F)(F)c1nc(SCc2ccc(Cl)cc2Cl)n[nH]1
 : 100	-15	-6	6	6	2	9	-1.2	-2	-1
19	Oc1cc2c(cc1C(c1ccc(Cl)c(Cl)c1)N1CCCC1)OCO2 (configuration not stated)
 : 95	-3	1	-3	-17	-5	8	0.4	-3	3
20	Cc1nc2ccccn2c1C(=O)N=Nc1c(O)n(CCC(C)C)c2ccccc12
 : 90	-6	-3	3	-7	3	17	1.7	-4	-8
21	Cc1cccc(C)c1Nc1nnc(SCc2nc3ccccc3s2)s1
 : 123	-6	0	-1	-65	8	-1	-2.0	-10	-7
22	COc1c(O[C@@H]2O[C@H](CO)[C@@H](O)[C@H](O)[C@H]2O)cc2c(c1OC)-c1ccc(SC)c(=O)cc1C(NC(C)=O)CC2 (some centres not stated)
 : 99	2	0	5	3	-16	-13	1.1	4	2
23	C#CC(C)(CC)NC(=O)Cn1nnc(-c2cccc(C(F)(F)F)c2)n1 (configuration not stated)
 : 95	-2	-10	0	12	3	1	-2.3	-2	2
24	Cc1csc(SCC(=O)NCc2ccccc2)n1
 : 99	1	-11	-3	-51	-5	-1	-2.2	-2	1
25	CCN(CC)c1ccc(C(=C2C=CC(=[N+](CC)CC)C=C2)c2ccc(N(CC)CC)cc2)cc1
 : 92	-27	18	12	16	41*	-24	-10	64*	-23
26	Cc1ccc(N2CC(C(=O)Nc3ccc(S(=O)(=O)NCC4CCCO4)cc3)CC2=O)cc1C (configuration not stated)
 : 94	-7	-6	-1	-5	-6	11	-0.4	-5	1
27	COc1cccc(-c2nnc(SCC(=O)Nc3cc(C)ccc3OC)n2N)c1
 : 95	0	5	1	-12	-17	-8	-1.7	-3	-3
28	CN(C)S(=O)(=O)c1ccc(C(=O)Nc2ccccn2)cc1
 : 101	-3	1	2	-19	-10	10	0.1	3	2
29	Cc1cccc(C)c1OC(=O)c1ccccc1
 : 97	-4	-1	12	4	14	2	-1.7	3	-1
30	Cc1cc(NC(=O)COC(=O)c2cc(S(=O)(=O)N(C)c3ccccc3)ccc2Cl)no1
 : 102	0	-1	-3	-24	-2	6	0.3	-9	0

Ordered by heavy-atom count (ascending): some entries from above.
Each structure is followed by: ABCB6 inh MLPCN	H9c2 protect	TLR9-MyD88 block	HTR2A ag	NCOA2 inhibitor	NOD2-RIPK2 inh	MC4R antag cAMP	MC4R barr agon	ABHD5-PLIN5 inh	N-glyco inh
7	c1cncc(CNCc2ccco2)c1
 : 96	-3	3	3	1	2	9	-1.9	7	1
10	CCCc1n[nH]c2c1C(=O)C(C(=O)OC)C(C)(C)C2 (configuration not stated)
 : 100	-8	9	-3	1	-1	9	0.1	5	2
13	COC(=O)c1sccc1NC(=O)c1c(C)cc(=O)oc1C
 : 110	-3	0	2	1	2	3	-2.0	4	2
19	Oc1cc2c(cc1C(c1ccc(Cl)c(Cl)c1)N1CCCC1)OCO2 (configuration not stated)
 : 95	-3	1	-3	-17	-5	8	0.4	-3	3
23	C#CC(C)(CC)NC(=O)Cn1nnc(-c2cccc(C(F)(F)F)c2)n1 (configuration not stated)
 : 95	-2	-10	0	12	3	1	-2.3	-2	2
2	O=C1CCCN2N=C(SCC(=O)Nc3ccccc3C(F)(F)F)SC2=N1
 : 103	1	-5	2	-20	-5	3	-3.0	-8	2
27	COc1cccc(-c2nnc(SCC(=O)Nc3cc(C)ccc3OC)n2N)c1
 : 95	0	5	1	-12	-17	-8	-1.7	-3	-3
20	Cc1nc2ccccn2c1C(=O)N=Nc1c(O)n(CCC(C)C)c2ccccc12
 : 90	-6	-3	3	-7	3	17	1.7	-4	-8
30	Cc1cc(NC(=O)COC(=O)c2cc(S(=O)(=O)N(C)c3ccccc3)ccc2Cl)no1
 : 102	0	-1	-3	-24	-2	6	0.3	-9	0
25	CCN(CC)c1ccc(C(=C2C=CC(=[N+](CC)CC)C=C2)c2ccc(N(CC)CC)cc2)cc1
 : 92	-27	18	12	16	41*	-24	-10	64*	-23
22	COc1c(O[C@@H]2O[C@H](CO)[C@@H](O)[C@H](O)[C@H]2O)cc2c(c1OC)-c1ccc(SC)c(=O)cc1C(NC(C)=O)CC2 (some centres not stated)
 : 99	2	0	5	3	-16	-13	1.1	4	2

The list continues:
Each structure is followed by: ABCB6 inh MLPCN	H9c2 protect	TLR9-MyD88 block	HTR2A ag	NCOA2 inhibitor	NOD2-RIPK2 inh	MC4R antag cAMP	MC4R barr agon	ABHD5-PLIN5 inh	N-glyco inh
31	Cc1nnc(NC(=O)c2cccc(S(=O)(=O)N3CCc4ccccc43)c2)s1
 : 109	-2	-6	1	-45	-4	5	-1.7	-2	0
32	CCn1cc(S(=O)(=O)c2ccc(C)cc2)c(=O)c2cc(F)c(N3CCN(C)CC3)cc21
 : 99	21	-2	1	-16	1	-3	-2.4	0	-1
33	CCOC(=O)c1[nH]cc(-c2ccccc2)c1N1CCOCC1
 : 98	3	1	0	0	8	3	-1.6	-6	-3
34	C[C@H](CO)N1C[C@H](C)[C@@H](CN(C)C(=O)Nc2ccccc2)Oc2c(NS(=O)(=O)c3cn(C)cn3)cccc2C1=O
 : 86	1	-1	-4	-7	1	4	-1.2	-1	4
35	O=[N+]([O-])c1ccc([N+](=O)[O-])c(Nc2ccc(N3CCOCC3)cc2)c1
 : 97	-1	0	-4	2	-4	8	-4.3	1	-4
36	Cc1ccc(S(=O)(=O)N2CCN(CC3CC4C=CC3C4)CC2)cc1 (configuration not stated)
 : 100	-1	2	1	24	1	3	-0.7	2	-2
37	CC(=O)CSc1nc2c(c(=O)[nH]c(=O)n2C)n1Cc1cccc(Br)c1
 : 100	12	6	12	-18	2	-27	0.2	3	7
38	COc1ccc(CC(=O)N(C)Cc2cccc(OC)c2OC)cc1S(=O)(=O)N1CCOCC1
 : 98	-7	-5	5	0	0	-6	-1.3	2	0
39	O=S(=O)(/N=C(/NC(=S)Nc1ccccc1)c1ccccc1)c1ccc(Cl)cc1
 : 91	-5	-4	4	-44	-3	-2	-1.3	-4	-3
40	ON=C(CCc1ccccc1)c1ccccc1
 : 96	2	.	-1	-46	-7	-1	3.5	2	-1
41	COc1ccccc1Nc1nc(-c2ccccc2O)nc2ccccc12
 : 95	1	-11	-4	-60	6	4	-1.9	0	-1
42	O=C(NCc1nnc(SCc2ccc(F)cc2)n1-c1ccccc1)C12CC3CC(CC(C3)C1)C2
 : 83	-2	-2	1	-1	9	4	1.4	4	-6
43	CCc1ccccc1N=C1S/C(=C/c2ccccc2OCC(=O)N2CCOCC2)C(=O)N1C
 : 100	19	1	6	21	-3	2	-2.0	9	-2
44	CC(C)N1CCN(Cc2ccc(OC3CCCC3)cc2)CC1CCO (configuration not stated)
 : 92	-6	-2	-3	16	-3	-3	-1.1	-5	-2
45	CCOC(=O)c1cc(C#N)c(=S)[nH]c1C
 : 96	-9	-3	7	-10	2	13	-2.5	-3	-2
46	CC(=O)Oc1ccc2c(=O)c(Oc3ccccc3)c(C)oc2c1OC(C)=O
 : 95	65*	-9	0	-15	-4	20	-1.8	3	-1
47	CCc1ccccc1NC(=S)N1CCN(c2ccccc2F)CC1
 : 99	4	-4	-2	5	1	13	0.3	-1	0
48	O=C1c2ccccc2C(=O)N1Nc1ccccc1
 : 102	-5	3	1	-7	0	5	-0.2	0	1
49	CCC1(C)NC(=O)N(/N=C/c2ccc(C)s2)C1=O (configuration not stated)
 : 102	0	1	2	-27	7	10	-0.3	2	0
50	C[C@]12CC[C@H](O)CC1=CCC1C2CC[C@@]2(C)C1CC[C@@H]2NC(=O)[C@@H](N)CO (some centres not stated)
 : 96	-3	-7	7	-12	-4	4	0.0	6	-3
51	CCCCN(C)Cc1c(C)[nH]c2ccc(OCC)cc2c1=O
 : 104	-6	-1	2	-3	7	1	0.4	13	0
52	O=C(Nc1ccccc1)c1cc(C2CCCN(C(=O)c3ccccc3)C2)on1 (configuration not stated)
 : 97	-3	.	-5	-27	1	20	-1.1	-9	-2
53	O=c1c2c(-c3ccc([N+](=O)[O-])cc3)csc2nc2n1CCC2
 : 100	24	0	-4	3	-7	2	-0.6	3	-2
